Bioassay records: PubChem, several laboratories
NSD2 HMT inh: inhibitors of human histone methyltransferase NSD2 | O96028 | NSD2 peptide methylation, AlphaScreen, 120 min | inhibition, % at 12.5 µM | 310,000 tested, 0.54% active; in the data active = inhibition above about 50%
SR-BI DiI inh: inhibitors of mouse SR-BI mediated HDL lipid uptake. 320,000 tested, 0.96% active. AID 488896. ldlA[mSR-BI] CHO cells, DiI-HDL uptake fluorescence, 3 h. inhibition, % at 12.5 µM. Q61009;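 active = mean replicate inhibition of at least 70% and a set share of replicates each scoring 70 or more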;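 note: 0% = median of neutral control wells and 100% = median of positive control wells; values of inactives mirror those of a sister screen read the other way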
SR-BI DiI-HDL act: activators of SR-BI mediated HDL lipid uptake; CHO ldlA[mSR-BI] cells, DiI-HDL uptake fluorescence, 3 h; 100 = double the neutral-control signal; activation, % at 12.5 µM; 320,000 tested, 0.096% active; AID 504775;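 active = mean replicate activation of at least 60% and every replicate at or above 60%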;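 note: 0% = median plate neutral-control signal and 100% = twice that signal; values of inactives mirror those of a sister screen read the other way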
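Test system: SR-BI-overexpressing, LDLR-lacking CHO cells; Also added: labelled HDL, 10 µg/mL; Measured by: bottom-read cell fluorescence after medium removal, ex 550/em 595 nm; Timing: 3 h uptake period with compound, 37 °C; Buffer or medium: F12, 0.5% BSA, 25 mM HEPES; Doses: single compound concentration, delivered by pin transfer.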
CDK5 inh: inhibitors of human CDK5/p35 kinase; 330,000 tested, 0.01% active; AID 488839; Q00535+Q15078; Recombinant CDK5/p35, ADP-Glo luminescence, 60 min; inhibition, % at 10 µM;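 active = highest replicate inhibition of at least 50% and at least 75% of replicates reaching 50%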;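 note: plate controls were DMSO neutral control for no effect and GW8510 at 10 µM for full effect; many of its hits are not listed in these tables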
Arr AP2 block: inhibitors of human beta-arrestin and AP2 interaction; FITC-arrestin peptide / GST-AP2 beads, flow cytometry; AP2 beta2 appendage carries R879A mutation; 340,000 tested, 0.31% active; inhibition, % at 10 µM;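 active = inhibition above a set limit, near 3 SD of compounds lacking own fluorescence, cut at about 54% in these data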;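 note: plate controls were DMSO wells for no effect and 5 µM unlabelled arrestin peptide for full effect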
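System: GST-AP2 R879A glutathione beads. Medium: PBS with 0.05% Tween 20 and 0.1% BSA. Also added: FITC-arrestin peptide, 50 nM. Incubation: 12 min plus 1 h, RT. Measured by: high-throughput flow cytometry of beads, ex 488, em 535 nm. Evaluation: percent drop in bead-associated FITC signal.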
PKA-R1A activ: activators of PKA-R1A complex; P00514+P68181; PKA-R1A dissociation, Cy5-IP20 fluorescence polarization; scaled: DMSO 0%, 113 µM cGMP 100%; activation, % at 11.4 µM; 340,000 tested, 0.083% active;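 active = percent activation above the mean of all tested compounds plus 3 SD, cut at about 19% in these data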;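 note: higher means more PKAc released from R1A so a rise in polarization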
dFosB activator: enhances mouse delta FosB homodimer DNA binding; P13346; AID 493131; activation, % at 25 µM; 340,000 tested, 0.99% active; purified delta FosB, TAMRA-CDK5 oligo fluorescence polarization; percent of positive-control signal above neutral wells;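 active = mean activation above about 17%, with every replicate also reaching it, limit read from the data, passing the limit was not always enough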;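 note: fluorescence polarization rise as delta FosB binds a TAMRA Cdk5 AP-1 oligo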
Pemphigus Ab inh: blocks pemphigus antibody binding to human desmoglein-3; P32926; binding (percent of control), % at 10 µM; DSG3-coupled beads, scFv-anti-DSG3-GFP binding, flow cytometry; active compounds read low; 310,000 tested, 0.48% active;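 active = binding more than 3 SD below its plate's average and above zero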;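 note: hits lower antibody fragment binding to DSG3; some compounds called inactive have numbers as strong as hits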
Target sequence (P32926 whole entry, looked up, the tested form may be a part): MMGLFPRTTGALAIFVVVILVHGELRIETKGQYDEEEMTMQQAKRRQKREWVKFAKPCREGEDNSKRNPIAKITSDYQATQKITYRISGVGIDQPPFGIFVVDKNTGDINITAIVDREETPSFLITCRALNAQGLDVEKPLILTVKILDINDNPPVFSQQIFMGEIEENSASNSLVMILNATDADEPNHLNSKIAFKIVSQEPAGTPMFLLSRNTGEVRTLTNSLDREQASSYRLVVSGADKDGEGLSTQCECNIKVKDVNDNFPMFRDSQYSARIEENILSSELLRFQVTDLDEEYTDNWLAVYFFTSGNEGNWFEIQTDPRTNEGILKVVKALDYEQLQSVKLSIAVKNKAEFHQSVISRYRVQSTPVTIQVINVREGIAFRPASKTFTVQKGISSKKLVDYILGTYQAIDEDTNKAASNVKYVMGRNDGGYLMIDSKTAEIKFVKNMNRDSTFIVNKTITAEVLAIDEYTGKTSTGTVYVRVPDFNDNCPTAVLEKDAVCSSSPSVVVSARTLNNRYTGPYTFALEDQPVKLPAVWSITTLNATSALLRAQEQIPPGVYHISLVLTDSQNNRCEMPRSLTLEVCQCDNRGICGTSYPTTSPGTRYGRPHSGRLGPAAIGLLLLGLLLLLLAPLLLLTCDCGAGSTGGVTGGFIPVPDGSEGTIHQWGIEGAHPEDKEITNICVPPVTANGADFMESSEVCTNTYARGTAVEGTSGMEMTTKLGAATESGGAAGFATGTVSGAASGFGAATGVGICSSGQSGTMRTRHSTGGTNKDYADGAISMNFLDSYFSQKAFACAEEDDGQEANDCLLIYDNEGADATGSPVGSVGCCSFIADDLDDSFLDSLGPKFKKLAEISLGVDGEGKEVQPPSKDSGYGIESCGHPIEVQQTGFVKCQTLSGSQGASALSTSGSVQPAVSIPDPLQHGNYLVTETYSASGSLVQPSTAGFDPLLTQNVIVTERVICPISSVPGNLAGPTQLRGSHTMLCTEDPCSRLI
MITF TRPM1 HTS: MITF TRPM1 promoter activation in melanoma cells; activation, % at 12.5 µM; AID 588334; SK-MEL-5 TRPM1-promoter luciferase, 24 h; % of positive control, neutral wells = 0; 300,000 tested, 0.75% active;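 active = mean activation of at least 80% with every replicate also reaching 80%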;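 note: 0% = neutral control wells and 100% = parthenolide positive control wells; values of inactives mirror those of a sister screen read the other way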
Mot1-301 SUMO: blocks SUMOylation pathway, rescuing yeast Mot1-301 growth | S. cerevisiae Mot1-301 growth rescue, ATP luminescence, 38.5C; percent above DMSO median, 100 means doubled | growth rescue, % at 18.8 µM | 320,000 tested, 1% active | AID 2716;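 active = every valid replicate shows activation above 250% relative to neutral control wells; inactive = the rest, any valid replicate at or below 250%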;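 note: OY570 slx delta 5 strain wells were the positive control but not used for scaling; some compounds called inactive have numbers as strong as hits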
PKA-R2B activ: PKA-R2B complex activation. P22694+P31323. PKA-R2B holoenzyme dissociation, Cy5-IP20 fluorescence polarization; R2B truncated from residue 108, S112A mutant; 0% DMSO only, 100% 113 µM cGMP. activation, % at 11.4 µM. 340,000 tested, 0.079% active. AID 504700;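 active = activation above a cutoff set at the mean over all compounds plus 3 SD, cut at about 18% in these data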;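 note: higher means more holoenzyme dissociation and a rise in polarization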
Numbers without * were called inactive; . = not tested or not shown.

SMILES	NSD2 HMT inh	SR-BI DiI inh	SR-BI DiI-HDL act	CDK5 inh	Arr AP2 block	PKA-R1A activ	dFosB activator	Pemphigus Ab inh	MITF TRPM1 HTS	Mot1-301 SUMO	PKA-R2B activ
CC(=O)Nc1nonc1-c1nc2ccccc2n1C	3	5	-5	1.4	34	-11	-8	102	11	-8	-3
CCCC(C)NC(=O)COC(=O)c1ccc2c(c1)C(=O)N(Cc1ccco1)C2=O (centres undefined)	4	-18	18	-0.9	4	2	-1	110	-6	2	-7
O=C(NC(=S)Nc1cc(S(=O)(=O)N2CCOCC2)ccc1O)c1ccco1	-2	-13	13	-1.3	22	-1	-9	102	-3	0	-3
Cc1nc(C)c(-c2csc(Nc3ccc(O)c(C(=O)O)c3)n2)s1	3	-10	10	-1.1	7	8	-9	107	9	6	3
CCN1CCN(C(=O)c2ccc(OC3CCN(CCc4ccccc4)CC3)cc2)[C@@H](C)C1=O	3	10	-10	-1.3	-11	-3	-3	110	19	-5	-4
CCN(c1ccccc1)S(=O)(=O)c1cccc(C(=O)OCC(=O)Nc2ccc(NC(C)=O)cc2)c1	1	-12	12	0.2	9	2	5	99	-2	19	-10
CCOc1ccc(OCC)c(NC(=O)c2nnn(CC(=O)Nc3cc(C)cc(C)c3)c2N)c1	-8	26	-26	-2.3	0	-4	61*	101	-48	66	-5
COc1ccc(C(=O)NNC(=O)Cc2ccc(-c3ccccc3)cc2)cc1OC	-1	5	-5	1.2	19	-10	5	96	-2	-8	2
CCC(=O)c1ccc(OCC(=O)OCC(=O)N2CCc3ccccc3C2)cc1	-2	-22	22	-0.6	33	-6	-12	97	-4	3	-3
Fc1cccc(Nc2ncnc3c2cnn3-c2ccccc2)c1	.	.	.	0.0	16	-12	-12	104	54	12	-6
O=C(NCCC(=O)N1CCC2(CC1)NCCc1[nH]cnc12)c1ccc(F)c(F)c1	3	0	0	.	21	-11	-5	98	1	-6	-15
CC(=O)N1c2ccc(S(=O)(=O)NCCC(=O)NC3CCCC(C)C3C)cc2CC1C (centres undefined)	2	-20	20	-0.1	0	7	-11	102	-16	-11	-10
Cc1c(N2C(=O)C3C4C=CC(C4)C3C2=O)c(=O)n(-c2ccccc2)n1C (centres undefined)	-1	-13	13	-0.7	3	-1	-6	100	.	1	13
O=c1c2ccccc2nc(SCCN2CCOCC2)n1CCc1ccccc1	2	25	-25	-2.2	-8	-3	-20	102	6	-5	-9
Cc1c(C(=O)Nc2ccc(Cc3ccncc3)cc2)cccc1[N+](=O)[O-]	1	-6	6	-0.7	-16	0	1	99	-14	3	2
CCCCOC(=O)C1CN(c2ccccc2)N=C1C(=O)OCC (centres undefined)	-15	4	-4	-0.3	0	-11	-8	97	-3	9	3
CC(C)C[C@H](NC(=O)c1[nH]cnc1C(=O)N[C@@H](Cc1ccccc1)C(=O)OC(C)(C)C)C(=O)OC(C)(C)C	.	15	-15	2.1	-3	7	-9	107	-7	-11	3
Cc1ccc([C@@H]2[C@@H]3C(=O)N(C)C(=O)[C@@H]3[C@]3(C)C(=O)N(CC4CC4)CC(=O)N23)o1	.	0	0	0.1	20	-7	-1	101	-8	-9	-1
COc1cccc(C(O)CC(N)=O)c1 (centres undefined)	.	-22	22	-1.6	34	7	-1	113	-8	1	3
Cc1ccc(C2=NN(C(=O)CNCCO)C(c3cccs3)C2)cc1 (centres undefined)	6	-18	18	1.4	-6	4	-11	100	10	-9	-1
CCOc1ccc(C(=O)C(C)OC(=O)Cn2cnc3c2c(=O)n(C)c(=O)n3C)cc1 (centres undefined)	-1	-11	11	-0.7	5	5	-7	101	7	8	1
Cc1csc(NC(=O)c2ccc3c(c2)OCO3)n1	2	11	-11	1.1	15	-4	-3	101	31	1	-17
O=C1CC(NNc2ccccc2)C(=O)N1c1ccc(N2CCCCC2)cc1 (centres undefined)	0	13	-13	0.2	0	4	3	129	14	.	-7
CCCCN1C(=O)C(O)(CC(=O)c2c(C)coc2C)c2ccccc21 (centres undefined)	2	-4	4	-1.0	-4	0	-8	104	-17	-11	-18
CSc1nc2ccc(Br)cc2[nH]1	-2	-8	8	-2.8	-32	-3	0	100	2	54	-10
c1ccc2[nH]c(-c3ccncc3)nc2c1	-2	-20	20	6.7	1	-10	-13	99	41	16	-3
COc1ccc(C2/C(=C(\O)c3ccc4c(c3)OCCO4)C(=O)C(=O)N2CCCn2ccnc2)cc1 (centres undefined)	-2	-31	31	0.0	-18	4	1	99	4	53	1
COc1ccccc1NC(=O)CCSc1nnc(-c2ccc(O)cc2)o1	-10	2	-2	3.1	4	4	-8	93	-2	0	-4
Cc1ccc(CC(=O)Nc2nc3c(s2)CCCC3)cc1	.	-9	9	-1.4	7	3	-5	113	36	53	-5
O=C(O)c1cccc(-c2ccc3c(c2)OCO3)c1	0	-11	11	-0.4	-26	0	-2	122	.	15	-1
CCn1cc(C(=O)NCC2CCCO2)c(=O)c2cc(S(=O)(=O)N3CCCCC3)ccc21 (centres undefined)	.	-20	20	-2.1	7	-2	-11	92	-7	-12	-14
Cc1ccc(-n2nc3c(=O)n(CC(=O)NCc4ccc(C)o4)nc(C)c3c2C)cc1	-1	21	-21	.	7	-6	-1	.	14	5	-2
CCOC(=O)/C(=N\Nc1ccccc1)S(=O)(=O)c1ccccc1	-1	-4	4	1.7	5	0	2	93	2	-1	-1
CCCCSc1nnc(-c2ccc(NC(=O)CC)cc2)n1C	0	38	-38	0.2	-3	-7	-5	95	.	-5	-3
COc1ccc(S(=O)(=O)N2CCCCC2)cc1NC(=O)c1ccc(CS(C)(=O)=O)cc1	.	22	-22	-0.2	33	-10	-8	.	15	300	4
Cc1ccc(C(=O)Nc2ccc(OCc3ccccc3)cc2)s1	15	.	.	0.8	3	-4	3	.	61	13	-6
CCOc1cc(C(=S)N2CCCC2)ccc1OC(=O)Cc1ccc(F)cc1	0	-11	11	-1.8	24	-6	-8	82	-15	-1	2
Nc1c(C(=O)Nc2nccs2)sc2nc(-c3cccs3)cc(C(F)(F)F)c12	-1	61	-61	0.3	1	3	-5	167	-8	22	-7
CCC(=O)Nc1ccc(NC(=S)NC(=O)/C=C/c2ccco2)cc1	2	89*	-89	-4.1	2	-2	-14	126	.	1	-18
Cc1ccc(NC(NC(=O)c2cccs2)C(Cl)(Cl)Cl)cc1 (centres undefined)	0	-17	17	-0.1	4	-17	-2	115	7	18	-11

No new results follow: an excerpt of the list.
SMILES	NSD2 HMT inh	SR-BI DiI inh	SR-BI DiI-HDL act	CDK5 inh	Arr AP2 block	PKA-R1A activ	dFosB activator	Pemphigus Ab inh	MITF TRPM1 HTS	Mot1-301 SUMO	PKA-R2B activ
Cc1ccc(-n2nc3c(=O)n(CC(=O)NCc4ccc(C)o4)nc(C)c3c2C)cc1	-1	21	-21	.	7	-6	-1	.	14	5	-2
CCOC(=O)/C(=N\Nc1ccccc1)S(=O)(=O)c1ccccc1	-1	-4	4	1.7	5	0	2	93	2	-1	-1
CCCCSc1nnc(-c2ccc(NC(=O)CC)cc2)n1C	0	38	-38	0.2	-3	-7	-5	95	.	-5	-3
COc1ccc(S(=O)(=O)N2CCCCC2)cc1NC(=O)c1ccc(CS(C)(=O)=O)cc1	.	22	-22	-0.2	33	-10	-8	.	15	300	4
Cc1ccc(C(=O)Nc2ccc(OCc3ccccc3)cc2)s1	15	.	.	0.8	3	-4	3	.	61	13	-6
CCOc1cc(C(=S)N2CCCC2)ccc1OC(=O)Cc1ccc(F)cc1	0	-11	11	-1.8	24	-6	-8	82	-15	-1	2
Nc1c(C(=O)Nc2nccs2)sc2nc(-c3cccs3)cc(C(F)(F)F)c12	-1	61	-61	0.3	1	3	-5	167	-8	22	-7
CCC(=O)Nc1ccc(NC(=S)NC(=O)/C=C/c2ccco2)cc1	2	89*	-89	-4.1	2	-2	-14	126	.	1	-18
Cc1ccc(NC(NC(=O)c2cccs2)C(Cl)(Cl)Cl)cc1 (centres undefined)	0	-17	17	-0.1	4	-17	-2	115	7	18	-11

Next part
SMILES	NSD2 HMT inh	SR-BI DiI inh	SR-BI DiI-HDL act	CDK5 inh	Arr AP2 block	PKA-R1A activ	dFosB activator	Pemphigus Ab inh	MITF TRPM1 HTS	Mot1-301 SUMO	PKA-R2B activ
CCC(C)(C)NC(=O)C(c1ccccc1)N(C(=O)c1csnn1)C1CC1 (centres undefined)	0	-18	18	-4.0	-1	1	-1	106	.	100	-4
COc1ccc([C@@H]2[C@@H]3C(=O)N(C(C)(C)C)C(=O)[C@@H]3[C@]3(C)C(=O)N(c4ccc(C(F)(F)F)cc4)C(=O)N23)cc1	.	0	0	0.3	-8	-8	-16	97	4	23	-15
Cc1cnc(NC(=O)CC(C)c2ccccc2)s1 (centres undefined)	-1	-10	10	2.7	16	-1	-5	104	16	28	0
CN(Cc1ccccc1)C(=O)c1cccc(NC(=O)Cc2ccc(NC(=O)C3CCN(S(=O)(=O)c4cccc([N+](=O)[O-])c4)CC3)cc2)c1	.	29	-29	-3.2	-12	-2	5	102	-8	.	10
COc1ccc(-c2nc(CS(=O)(=O)CC(=O)NCc3ccccc3OC)c(C)o2)cc1	0	16	-16	0.1	17	-12	-6	105	-5	39	5
O=C(Nc1c(F)cccc1F)c1ccc(-n2cncn2)nc1	-3	2	-2	-1.0	20	1	2	102	-1	55	10
CN(C)c1ccc(/C=C2\CCC/C(=C\c3ccccc3)C2=O)cc1	1	5	-5	1.0	7	5	-6	165	5	16	-4
CCN(CC)CCCNC(=O)Cn1cnc2sc(C)c(S(=O)(=O)N3CCN(c4ncccn4)CC3)c2c1=O	2	-11	11	-1.5	7	-4	-7	104	12	-11	5
O=C(CNC(=O)c1ccccc1)NCc1nc2ccccc2[nH]1	8	-4	4	-1.9	3	14	-2	114	-4	-4	2
